SV40 large T antigen: SV40 large T antigen inhibitors, biochemical (AID 1903); SV40 large T antigen ATPase/helicase inhibition assay; higher % means a stronger effect; one-dose inhibition, % at 20 µM; IC50 in µM for titrated hits; hit rate 0.39% among 310,000; in the data active means a potency from the dose series; inconclusive means inhibition mostly from about 32% at the one dose, without a potency; inactive means the rest, 99 in 100 with inhibition below about 32%; further: strong numbers were not always called active
AID2073: inhibitors of Mint1-CaV2.2 protein interaction, biochemical, HTRF (AID 2073) | Voltage-dependent N-type calcium channel subunit alpha-1B (Homo sapiens) | hit rate 0.19% among 290,000 | inhibition, % at 20 µM; hits with a dose series show IC50 in µM | HTRF protein-protein interaction, Mint1-CaV2.2; higher % means a stronger effect; in the data active means inhibition mostly above about 51%, no sharp cut-off; inconclusive means no clear call, values can overlap the other calls; inactive means mostly below about 53%; further: some results filed as inactive read as strong as hits
Rac1 GTP hydrolysis: MgcRacGAP GTPase-activating activity inhibitors, confirmation, biochemical, ADP Hunter fluorescence | Rac GTPase-activating protein 1 (Homo sapiens) | MgcRacGAP-stimulated Rac1 GTP hydrolysis, ADP Hunter fluorescence; higher % means a stronger effect; GST-tagged Rac1 F28L mutant substrate | inhibition, % at 30 µM, or IC50 in µM where a hit was titrated | hit rate 0.6% among 340,000;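 active means first-screen hits whose inhibition reached a set limit at any dose in the follow-up dose series; inconclusive means inhibition above the set first-screen limit but never retested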;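 further: fluorescence reports GDP produced by GAP-driven GTP hydrolysis; strong numbers were not always called active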
Dengue-2 NS5 capping: Dengue-2 NS5 methyltransferase inhibitors, primary screen, biochemical, confirmation dose response (AID 588689) | inhibition, % at 25 µM; hits with a dose series show IC50 in µM | hit rate 0.3% among 340,000 | Dengue-2 NS5 methyltransferase capping enzyme assay, biochemical; higher % means a stronger effect | Genome polyprotein (Dengue virus type 2 (strain 16681-PDK53)); in the data active means a potency from the dose series; inconclusive means inhibition above about 29% without an active follow-up result
LYP inhibition: inhibitors of LYP phosphatase, biochemical, fluorescence intensity, uHTS (AID 1779) | Tyrosine-protein phosphatase non-receptor type 22 (Homo sapiens) | recombinant LYP phosphatase, fluorescence intensity; higher % means a stronger effect | inhibition, % at 11.5 µM; hits with a dose series show IC50 in µM | hit rate 0.054% among 290,000; in the data active means inhibition above about 50%;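 further: plate controls were vehicle with enzyme for no effect and no enzyme for full effect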
Siah-1 displacement: Siah-1 peptide-binding antagonists, primary screen, biochemical, fluorescence polarization, rhodamine-plectin, uHTS (AID 1817) | displacement, % at 20 µM; hits with a dose series show IC50 in µM | hit rate 0.02% among 290,000 | Siah-1 / rhodamine-plectin peptide fluorescence polarization; higher % means a stronger effect;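 active means displacement of at least 50% at 20 µM, with a fluorescence ratio check between 0.3 and a set limit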;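 further: plate controls were Siah plus tracer with DMSO for no effect and tracer alone without Siah for full effect; strong numbers were not always called active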
RSV CPE inhibition: RSV antiviral activity via CPE protection, HEp-2 cells, primary 10 µM value included (AID 2391); HEp-2 cells, RSV-induced CPE inhibition; higher % means a stronger effect; CPE inhibition, % at 10 µM; hits with a dose series show IC50 in µM; hit rate 0.13% among 310,000; in the data active means a potency from the dose series; inconclusive means CPE inhibition mostly from about 23% at the one dose, without a potency; inactive means the rest, 99 in 100 with CPE inhibition below about 21%; further: strong numbers were not always called active
XIAP antagonists: XIAP antagonists, biochemical, IAP family, fluorescence polarization (AID 1018); displacement, % at 20 µM, or IC50 in µM where a hit was titrated; hit rate 0.007% among 200,000; XIAP BIR domain, fluorescence polarization peptide displacement; higher % means a stronger effect; in the data active means displacement above about 50%; further: a part of the inactive calls stands beside numbers as strong as those of hits
HIV peptide binding: inhibitors of HIV fusion peptide binding, primary screen, biochemical, uHTS, fluorescence dequenching (AID 1986). cell-free peptide binding, fluorescence dequenching, 30 min; higher % means a stronger effect. inhibition, % at 20 µM, or IC50 in µM where a hit was titrated. hit rate 0.3% among 290,000; in the data active means inhibition mostly above about 52%, no sharp cut-off; inactive means mostly below about 76%; further: some results filed as inactive read as strong as hits
Dengue-2 NS5 capping pilot replicate: recorded beside Dengue-2 NS5 capping, whose call it bears; inhibition, %; measured here: pilot screen replicate inhibition
* hit, by the source's call.

For O=C(O)c1ccc2c(=O)n3c(nc2c1)/C(=C/c1ccccc1C(F)(F)F)CCCC3 the results were SV40 large T antigen 4%, AID2073 -2%, Rac1 GTP hydrolysis 9%, Dengue-2 NS5 capping 2%, LYP inhibition -4%, Siah-1 displacement 6%, RSV CPE inhibition 2.6%, XIAP antagonists -12% and HIV peptide binding 6.5%.
For O=c1c2ccccc2oc2cc(C#CC3(O)CCCCC3)ccc12 the results were SV40 large T antigen 8%, Rac1 GTP hydrolysis 6%, Dengue-2 NS5 capping -9% and RSV CPE inhibition -3.7%.
CCOC(=O)CSc1nnc(CNc2ccc(F)cc2)o1 was read as SV40 large T antigen 2%, AID2073 -8%, Rac1 GTP hydrolysis 6%, Dengue-2 NS5 capping -11%, LYP inhibition -6%, Siah-1 displacement 1%, RSV CPE inhibition 3.9%, XIAP antagonists -3.3% and HIV peptide binding 0.6%.
For CCOc1ccc(S(=O)(=O)NCCN2CCOCC2)c2ccccc12 the results were SV40 large T antigen -1%, AID2073 inconclusive, Rac1 GTP hydrolysis 0%, Dengue-2 NS5 capping -3%, LYP inhibition 5%, Siah-1 displacement 1%, RSV CPE inhibition 0.0%, XIAP antagonists -4.8% and HIV peptide binding -1.4%.
Cc1ccccc1C(=O)c1cccn1CC(=O)NC(C)c1ccccc1 (configuration not stated) was read as SV40 large T antigen 5%, AID2073 8%, Rac1 GTP hydrolysis -23%, Dengue-2 NS5 capping -1%, LYP inhibition -7%, Siah-1 displacement -1%, RSV CPE inhibition -0.7% and HIV peptide binding -0.3%.
`O=C(Cc1ccccc1)Nc1nc(-c2cccs2)cs1` gave SV40 large T antigen 26%, AID2073 -4%, Rac1 GTP hydrolysis 12%, Dengue-2 NS5 capping -7%, LYP inhibition 0%, Siah-1 displacement -1%, RSV CPE inhibition 14%, XIAP antagonists -3.1% and HIV peptide binding -1.5%.
For CCOC(=O)c1ccc(NCc2cccnc2)cc1 the results were SV40 large T antigen 4%, AID2073 -1%, Rac1 GTP hydrolysis 6%, Dengue-2 NS5 capping 0%, LYP inhibition -5%, Siah-1 displacement 0%, RSV CPE inhibition 5.6%, HIV peptide binding 1.1% and Dengue-2 NS5 capping pilot replicate 0.0.
Screening O=C(Nc1ccc2c(c1)OCO2)O[C@@H]1C[C@H]2CCCC(=O)N3CC[C@@H](C1)[C@@H]23 returned SV40 large T antigen 8%, AID2073 0%, Rac1 GTP hydrolysis 5%, Dengue-2 NS5 capping 2%, LYP inhibition -16%, Siah-1 displacement -4%, RSV CPE inhibition 0.7% and HIV peptide binding -0.4%.
NC(=O)CCC(NS(=O)(=O)c1ccc(Cl)cc1)C(=O)NCc1ccccc1Cl (configuration not stated) was read as SV40 large T antigen 10%, AID2073 -3%, Rac1 GTP hydrolysis 0%, Dengue-2 NS5 capping -11%, LYP inhibition -9%, Siah-1 displacement 1%, RSV CPE inhibition 2.5%, XIAP antagonists -6.0% and HIV peptide binding 1.1%.
O=C(O)C1C2C=CC(C2)C1C(=O)Nc1cccc(Cl)c1 (configuration not stated) was read as SV40 large T antigen 2%, AID2073 18%, Rac1 GTP hydrolysis 7%, Dengue-2 NS5 capping -2%, LYP inhibition -7%, Siah-1 displacement -4%, RSV CPE inhibition 0.1% and HIV peptide binding -0.2%.
`CCOc1ccc(NC(=O)N2CCC(n3nnc4cc(C)ccc43)CC2)cc1` gave SV40 large T antigen -6%, AID2073 -4%, Rac1 GTP hydrolysis 7%, Dengue-2 NS5 capping -6%, LYP inhibition 1%, Siah-1 displacement 9%, RSV CPE inhibition 3.4%, XIAP antagonists -3.3% and HIV peptide binding -1.4%.
For O=C(Nc1cccc(S(=O)(=O)N2CCCCC2)c1)c1ccccc1NS(=O)(=O)c1ccc(F)cc1 the results were SV40 large T antigen 4%, AID2073 16%, Rac1 GTP hydrolysis -8%, Dengue-2 NS5 capping 1%, LYP inhibition 9%, Siah-1 displacement -2%, RSV CPE inhibition 17%, XIAP antagonists -6.0% and HIV peptide binding 58%.
Screening CCCCCN(C(=O)CCC(=O)OCC(=O)N1C(C)CCCC1C)c1c(N)n(CCCC)c(=O)[nH]c1=O (configuration not stated) returned SV40 large T antigen 14%, AID2073 4%, Rac1 GTP hydrolysis 6%, Dengue-2 NS5 capping -2%, LYP inhibition -7%, Siah-1 displacement 8%, RSV CPE inhibition 1.0% and HIV peptide binding 1.3%.
`CCOC(=S)SCC(=O)N1CCc2ccccc2C1C1C(=O)CCCC1=O` (configuration not stated) gave SV40 large T antigen 2%, AID2073 2%, Rac1 GTP hydrolysis -8%, Dengue-2 NS5 capping 1%, LYP inhibition -10%, Siah-1 displacement 3%, RSV CPE inhibition 2.9%, XIAP antagonists -8.1% and HIV peptide binding -2.4%.
`O=S(=O)(c1ccc(Oc2ccc3oc4ccccc4c3c2)nc1)N1CCCC1` gave SV40 large T antigen 14%, AID2073 11%, Rac1 GTP hydrolysis 10%, Dengue-2 NS5 capping 0%, LYP inhibition -1%, Siah-1 displacement 2%, RSV CPE inhibition 1.5%, XIAP antagonists -4.4% and HIV peptide binding -3.4%.
`CCOc1cc(CNCc2cc(OC)cc(OC)c2)ccc1OC` gave SV40 large T antigen -2%, AID2073 -4%, Rac1 GTP hydrolysis 26%, LYP inhibition -9%, Siah-1 displacement 8%, RSV CPE inhibition inconclusive and HIV peptide binding 1.9%.
Screening CCSc1nnc(NC(=O)[C@@H](NC(=O)c2cccc(C)c2)C(C)C)s1 returned SV40 large T antigen 1%, AID2073 -6%, Rac1 GTP hydrolysis -11%, Dengue-2 NS5 capping 1%, LYP inhibition -5%, Siah-1 displacement -6%, RSV CPE inhibition 1.3%, XIAP antagonists -11% and HIV peptide binding 1.1%.
CC(=O)N1c2ccc(S(=O)(=O)N(C)CC(=O)NC(C)c3ccccc3)cc2CC1C (configuration not stated) was read as SV40 large T antigen 8%, AID2073 22%, Rac1 GTP hydrolysis 11%, Dengue-2 NS5 capping -7%, LYP inhibition -8%, Siah-1 displacement 0%, RSV CPE inhibition 1.6% and HIV peptide binding -0.3%.
Cc1cc(C)nc(CCNC(=O)c2cc(COc3c(C)cccc3C)on2)n1 was read as SV40 large T antigen 23%, AID2073 10%, Rac1 GTP hydrolysis 7%, Dengue-2 NS5 capping 2%, LYP inhibition -4%, Siah-1 displacement 2%, RSV CPE inhibition 0.0% and HIV peptide binding 2.4%.
Screening CCc1nnc(NC(=O)[C@@H]2CCCN2S(=O)(=O)c2ccc3c(c2)OCCO3)s1 returned SV40 large T antigen 5%, AID2073 36%, Rac1 GTP hydrolysis 5%, Dengue-2 NS5 capping 6%, LYP inhibition -5%, Siah-1 displacement 8%, RSV CPE inhibition 1.0%, XIAP antagonists -4.4% and HIV peptide binding 5.0%.
`O=c1c2ccccc2nc2n1C(CSCc1ccccc1)CS2` (configuration not stated) gave SV40 large T antigen 6%, AID2073 16%, Rac1 GTP hydrolysis 9%, Dengue-2 NS5 capping 0%, LYP inhibition -3%, Siah-1 displacement 0%, RSV CPE inhibition 3.2%, XIAP antagonists -7.5% and HIV peptide binding -1.4%.
Cc1ccc(-c2noc(CN(C(=O)CCCCCN3C(=O)c4ccccc4C3=O)C(C)C)n2)cc1 was read as SV40 large T antigen 5%, AID2073 2%, Rac1 GTP hydrolysis 14%, Dengue-2 NS5 capping -9%, LYP inhibition 4%, Siah-1 displacement 2%, RSV CPE inhibition 5.5%, XIAP antagonists -7.2% and HIV peptide binding -1.5%.
Cn1c(=O)cc(SCC(=O)NCCCN2CCN(c3ccc(F)cc3)CC2)c2ccccc21 was read as SV40 large T antigen -1%, AID2073 3%, Rac1 GTP hydrolysis 9%, Dengue-2 NS5 capping 0%, LYP inhibition 0%, Siah-1 displacement 7%, RSV CPE inhibition -0.3%, XIAP antagonists 0.6% and HIV peptide binding -2.3%.
Screening O=C(Nc1ccc(F)cc1)c1oc2ccccc2c1NC(=O)C1CCCC1 returned SV40 large T antigen 6%, AID2073 6%, Rac1 GTP hydrolysis 11%, Dengue-2 NS5 capping 1%, LYP inhibition 1%, Siah-1 displacement 4%, RSV CPE inhibition 1.1%, XIAP antagonists -0.7% and HIV peptide binding 0.6%.

Retrieved by structure from above, 2 records:
`CCOc1cc(CNCc2cc(OC)cc(OC)c2)ccc1OC` gave SV40 large T antigen -2%, AID2073 -4%, Rac1 GTP hydrolysis 26%, LYP inhibition -9%, Siah-1 displacement 8%, RSV CPE inhibition inconclusive and HIV peptide binding 1.9%.
Cc1ccc(-c2noc(CN(C(=O)CCCCCN3C(=O)c4ccccc4C3=O)C(C)C)n2)cc1 was read as SV40 large T antigen 5%, AID2073 2%, Rac1 GTP hydrolysis 14%, Dengue-2 NS5 capping -9%, LYP inhibition 4%, Siah-1 displacement 2%, RSV CPE inhibition 5.5%, XIAP antagonists -7.2% and HIV peptide binding -1.5%.

(list continues)
Cc1ccc(CNC(=O)COc2ccc(C)nc2[N+](=O)[O-])cc1 was read as SV40 large T antigen 7%, AID2073 4%, Rac1 GTP hydrolysis 8%, Dengue-2 NS5 capping -1%, LYP inhibition 0%, Siah-1 displacement -4%, RSV CPE inhibition 0.1%, XIAP antagonists -4.9% and HIV peptide binding 1.3%.
CCOC(=O)c1ccc(NC(=S)NCCCN2CCCC2=O)cc1 was read as SV40 large T antigen 4%, AID2073 -19%, Rac1 GTP hydrolysis 8%, Dengue-2 NS5 capping -1%, LYP inhibition 0%, Siah-1 displacement -2%, RSV CPE inhibition 18%, XIAP antagonists 3.8% and HIV peptide binding -1.2%.
Screening O=C(N/N=C(\c1ccccc1)c1ccccn1)c1cccc([N+](=O)[O-])c1 returned SV40 large T antigen 12%, AID2073 9%, Rac1 GTP hydrolysis -3%, Dengue-2 NS5 capping -17%, LYP inhibition -1%, Siah-1 displacement -8%, RSV CPE inhibition 0.4%, XIAP antagonists 0.5% and HIV peptide binding -1.4%.
For CCOc1cc(/C=C2\SC(=Nc3ccccc3)N(c3ccccc3)C2=O)ccc1OCC(=O)O the results were SV40 large T antigen 15%, AID2073 11%, Rac1 GTP hydrolysis 10%, Dengue-2 NS5 capping 8%, LYP inhibition 15%, Siah-1 displacement 2%, RSV CPE inhibition 1.6%, XIAP antagonists 0.8% and HIV peptide binding 59%*.
For Cc1cc(CNC(=O)COc2ccc([N+](=O)[O-])cc2)c2ccccc2n1 the results were SV40 large T antigen 9%, AID2073 9%, Rac1 GTP hydrolysis 14%, Dengue-2 NS5 capping -11%, LYP inhibition -7%, Siah-1 displacement 0%, RSV CPE inhibition 1.6%, XIAP antagonists -2.6% and HIV peptide binding 2.2%.
Screening O=C(CN1C(=O)C2C3C=CC(C3)C2C1=O)Nc1ccc2c(c1)OCCO2 (configuration not stated) returned SV40 large T antigen 1%, AID2073 30%, Rac1 GTP hydrolysis 8%, Dengue-2 NS5 capping -2%, LYP inhibition -5%, Siah-1 displacement 3%, RSV CPE inhibition 0.7%, XIAP antagonists 1.8% and HIV peptide binding 5.2%.
